TbREL1 primary = TbREL1 inhibition, primary screen. TbREL1 RNA ligation, FRET fluorescence. inhibition, % at 9.66 µM. 89,000 tested, 0.49% active. AID 1117264;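 active = inhibition above the mean inhibition across all screened compounds plus 3 SD, cut at about 11% in these data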;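 note: 0% = plate median of test wells and 100% = NSC42067 control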
Target sequence (P86926 whole entry, looked up): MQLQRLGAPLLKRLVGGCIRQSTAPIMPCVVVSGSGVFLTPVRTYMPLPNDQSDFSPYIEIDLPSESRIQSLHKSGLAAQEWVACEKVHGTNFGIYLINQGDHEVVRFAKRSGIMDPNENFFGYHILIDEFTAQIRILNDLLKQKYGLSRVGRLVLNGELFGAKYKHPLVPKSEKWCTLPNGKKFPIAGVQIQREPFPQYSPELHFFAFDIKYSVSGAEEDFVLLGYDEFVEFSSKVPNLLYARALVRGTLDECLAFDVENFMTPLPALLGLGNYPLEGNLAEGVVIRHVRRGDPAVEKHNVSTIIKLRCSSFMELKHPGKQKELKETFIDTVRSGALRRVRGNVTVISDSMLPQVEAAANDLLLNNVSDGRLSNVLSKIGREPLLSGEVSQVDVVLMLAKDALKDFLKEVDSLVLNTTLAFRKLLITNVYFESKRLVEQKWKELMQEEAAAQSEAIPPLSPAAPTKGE
Active calls of the source: *.

Compound | TbREL1 primary
CC1CCc2c(sc3nc(CN4CCOCC4)nc(N4CCc5ccccc5C4)c23)C1 (stereo unspecified) | -1
CSc1nnc(C)c(=O)n1COC(=O)/C=C/c1ccccc1 | 0
CCOc1ccc(CCNC(=O)COC(=O)c2cccnc2OCC)cc1OCC | -1
CCn1c(SC)nnc1-c1nnc(SC)n1CC | 0
CSc1nnc(-c2ccccc2)n1N | 5
Nn1c(SCC(=O)N2CCOCC2)nnc1-c1n[nH]c2c1CCC2 | -6
O=c1cc(-c2ccsc2)oc2ccccc12 | 1
CCCCc1ccc(NC(=S)N2CCCC(CO)C2)cc1 (stereo unspecified) | -3
CC(Oc1ccccc1)C(=O)N1CCN(c2ccc(N3CCCCC3)nn2)CC1 (stereo unspecified) | -2
COc1cc(/C=N/NC(=O)c2cccc(C)c2)ccc1OCC(=O)Nc1ccccc1 | -1

(more compounds)
Compound | TbREL1 primary
Cc1cc2nc3c(nc2cc1C)C1(C(=O)N(C)C)CCC3(C)C1(C)C (stereo unspecified) | 6
Cc1ccc2c(-c3ccc([N+](=O)[O-])cc3)cc(=O)[nH]c2c1 | 1
CC(=O)c1ccc(NC(=O)NC2CCCc3ccccc32)cc1 (stereo unspecified) | 5
Cc1onc(-c2ccccc2)c1C(=O)N/N=C/c1cc2c(cc1Br)OCO2 | 0
Cc1cccc(Nc2nnc(SCC(=O)NCc3cccs3)s2)c1 | 6
C[C@H]1[C@@H](NC(=O)c2ccc(C(F)(F)F)cc2)CC[C@@]23CCCN2C(=O)CCC[C@@H]13 | 5
CCNc1nc(NCC)n2c(SCC(=O)N3CC4(C)CC3CC(C)(C)C4)nnc2n1 (stereo unspecified) | 1
COC(=O)[C@@]1(Cc2ccc(OC)cc2)[C@H]2c3cc(C(=O)N4CCCC4)n(CCc4c[nH]c5ccccc45)c3C[C@H]2CN1C(=O)c1ccccc1 | -7
NC(=O)Nc1ccc(C(=O)N2CCN(S(=O)(=O)Cc3ccccc3)CC2)cc1 | 2
COc1ccc(N2C(c3ccsc3)=Cc3cc4c(cc3C2c2c[nH]c3ccccc23)OCO4)cc1 (stereo unspecified) | 4

The closing 4 compounds of the section before lead into the next:
Compound | TbREL1 primary
CCNc1nc(NCC)n2c(SCC(=O)N3CC4(C)CC3CC(C)(C)C4)nnc2n1 (stereo unspecified) | 1
COC(=O)[C@@]1(Cc2ccc(OC)cc2)[C@H]2c3cc(C(=O)N4CCCC4)n(CCc4c[nH]c5ccccc45)c3C[C@H]2CN1C(=O)c1ccccc1 | -7
NC(=O)Nc1ccc(C(=O)N2CCN(S(=O)(=O)Cc3ccccc3)CC2)cc1 | 2
COc1ccc(N2C(c3ccsc3)=Cc3cc4c(cc3C2c2c[nH]c3ccccc23)OCO4)cc1 (stereo unspecified) | 4
Cc1ccccc1Cn1c(C)c(C(=O)NCc2cccc(Cl)c2)sc1=O | 2
C[C@H](CO)N1C[C@H](C)[C@@H](CN(C)Cc2ccc(C(=O)O)cc2)Oc2ccc(NS(=O)(=O)c3cn(C)cn3)cc2C1=O | -2
O=C(CN1C(=O)NC2(CCCC2)C1=O)Nc1ccc(Cl)cc1C(F)(F)F | 1
COc1ccc(NCc2nnc(SCC(=O)NCc3ccco3)n2-c2ccccc2OC)cc1 | -3
Cc1cc(NC(=O)CSc2nccn2-c2ccc([N+](=O)[O-])cc2)no1 | 1
Cc1nnc(NC(=O)CSc2ncnc3scc(-c4ccccc4)c23)s1 | 0
COc1ccc(COC(=O)Nc2cn(C)nc2C(F)(F)F)cc1 | -1
COc1ccc(-n2c(COc3cccc(C)c3)nnc2SCC(=O)NCc2ccco2)cc1 | 1
O=C(CN1CCCSc2ccccc21)N1CCN(S(=O)(=O)c2cccc(F)c2)CC1 | -1
C[C@H](CO)N1C[C@H](C)[C@@H](CN(C)C(=O)NC2CCCCC2)Oc2c(NC(=O)C3CCCCC3)cccc2C1=O | -1

The last 6 entries of the part above come first, to join the parts.
Compound | TbREL1 primary
Cc1cc(NC(=O)CSc2nccn2-c2ccc([N+](=O)[O-])cc2)no1 | 1
Cc1nnc(NC(=O)CSc2ncnc3scc(-c4ccccc4)c23)s1 | 0
COc1ccc(COC(=O)Nc2cn(C)nc2C(F)(F)F)cc1 | -1
COc1ccc(-n2c(COc3cccc(C)c3)nnc2SCC(=O)NCc2ccco2)cc1 | 1
O=C(CN1CCCSc2ccccc21)N1CCN(S(=O)(=O)c2cccc(F)c2)CC1 | -1
C[C@H](CO)N1C[C@H](C)[C@@H](CN(C)C(=O)NC2CCCCC2)Oc2c(NC(=O)C3CCCCC3)cccc2C1=O | -1
O=C(O)/C(=C\c1cccc(F)c1)c1ccc(S(=O)(=O)N2CCCC2)s1 | 1
O=C(Cn1[nH]c(=O)c2ccccc2c1=O)Nc1ccc(-c2nnc3n2CCCCC3)cc1 | 0
Cc1cccc(OCCCC(=O)Nc2ccc(S(N)(=O)=O)cc2)c1C | -1
Cc1ccc(NC(=O)c2sccc2SCc2cccc(C(F)(F)F)c2)cc1 | 3
C=C1C[C@H](O)[C@@H]2[C@H](OC(=O)[C@H]2C)[C@H]2[C@H](C)[C@@H](O)C[C@@H]12 | 6
O=C(NCCC1=CCCCC1)C1CCC(CNS(=O)(=O)c2ccccc2)CC1 (stereo unspecified) | -3
CC(Oc1cccc(NC(=O)c2cccs2)c1)C(=O)c1ccccc1 (stereo unspecified) | -1
CC(=O)NS(=O)(=O)c1ccc2c(c1)C(=O)c1cc(S(=O)(=O)NC(C)=O)ccc1-2 | 0
O=C(NNC1CC(=O)N(c2ccc3c(c2)OCCO3)C1=O)c1ccc(Cl)cc1 (stereo unspecified) | -5
Cc1ccc(C(=O)NCCCNC(=O)c2ccccn2)cc1 | 2

(further entries)
Compound | TbREL1 primary
COC(=O)c1c(C)[nH]c(O)c1C=Nc1ccc(C(C)C)cc1 | -1
C[C@H](CO)N1C[C@H](C)[C@@H](CN(C)S(=O)(=O)c2ccc(-n3cccn3)cc2)OCc2cn(nn2)CCCC1=O | 9
O=C(c1cccs1)N1CCN(S(=O)(=O)c2cccs2)CC1 | 9
c1ccc(CCN=C2CCCc3c2[nH]c2ccccc32)cc1 | -1
O=C(c1cccs1)N1CCCC(c2nc3c(nnn3Cc3c(Cl)cccc3Cl)c(=O)[nH]2)C1 (stereo unspecified) | -1
COc1cccc(-c2ccc3ncnc(NCc4cccc(C)c4)c3c2)c1 | 5
COc1ccc(CNC(=O)C2CCCN2S(=O)(=O)c2ccc(S(=O)(=O)N(C)C)cc2)cc1 (stereo unspecified) | 0
Nc1n[nH]c2c1C1(CCCCC1)Cc1ccccc1-2 | 3
CCCCOC(=O)c1ccc(NC(=S)N2CCN(c3ncc4c(=O)c(C(=O)O)cn(CC)c4n3)CC2)cc1 | 1
CCN(C(=O)COc1cc(=O)n(CC)c2ccccc12)c1cccc(Cl)c1 | -3

Continuation.
Compound | TbREL1 primary
COCC(C)n1c(=O)sc2ccccc2c1=O (stereo unspecified) | -1
CC(C)[C@H](NS(=O)(=O)c1ccc(F)cc1F)C(=O)N1CCC[C@H]1C(=O)NCc1ccccc1 | 3
O=C(NCc1ccccc1)C1=C[C@@H](c2ccccc2)C[C@@H](OCCCCO)O1 | 0
COc1ccc(CCN(C)C(=O)C2CCN(Cc3ccccc3)CC2)cc1OC | -3
CS(=O)(=O)N1CCC(C(=O)Nc2ccc(F)cc2F)CC1 | -1
COc1ccc(/C=N/NC(=S)NC2CCS(=O)(=O)C2)cc1OC (stereo unspecified) | -1
CCOC(=O)N1CCC(NC(=O)Cn2ncc3c4ccccc4n(C)c3c2=O)CC1 | 0
CCC1CCCCN1C(=O)Cn1c(=O)oc2ccccc21 (stereo unspecified) | 3
CCOC(=O)C1=C(c2ccccc2)NC(=O)NC1c1ccc(O)c(OCC)c1 (stereo unspecified) | -2
COc1ccc(C(c2nnnn2Cc2ccccc2)N2CCN(C(=O)c3ccco3)CC2)cc1 (stereo unspecified) | -1

Continued:
Compound | TbREL1 primary
COc1cccc(CNC(=O)c2ccc(NS(=O)(=O)c3ccc4[nH]c(=O)[nH]c4c3)cc2)c1 | -1
CCC1(C)Cc2c(sc3nnn(CC(=O)Nc4ccc(C)cc4)c(=O)c23)CO1 (stereo unspecified) | 1
O=C(NC1CCCCC1)c1cc(C2CC2)nn1-c1ccccc1 | 2
CCCCOc1cccc(C(=O)N(Cc2cccs2)C2CCS(=O)(=O)C2)c1 (stereo unspecified) | -1
O=C(NCCCN1CCOCC1)c1cccc(S(=O)(=O)Nc2ccc(F)cc2)c1 | 2
Cn1ncc([N+](=O)[O-])c1C(=O)n1nnc2ccccc21 | 6
NC(=O)NOCc1ccccc1F | 3
CC(C)c1ccc(C(=O)N(c2ccccn2)C(C)c2ccco2)cc1 (stereo unspecified) | -2
CCN(CC)CCCNC1CCS(=O)(=O)C1 (stereo unspecified) | 5
COc1ccc(C(C)=O)cc1Cn1c(C)c(C(=O)NCc2ccc3c(c2)OCO3)sc1=O | 0

The listing continues:
Compound | TbREL1 primary
Cc1ccc(-c2ccc3c(c2)O[C@H](CN(C)C(=O)CC2CC2)[C@H](C)CN([C@@H](C)CO)S3(=O)=O)cc1 | 4
O=C(NCC(=O)N1CCN(c2cccc(Cl)c2)CC1)c1ccc(Br)o1 | -3
O=C(Nc1ccc(-c2cscn2)cc1)C1CCCN(Cc2ccc(CO)o2)C1 (stereo unspecified) | 2
Cc1cccc(C(=O)N2[C@@H](C(C)C)COc3cc(Br)ccc3S2(=O)=O)c1 | 4
O=C(CSc1nnc(CNc2ccc(F)cc2)n1Cc1ccco1)NC1CC1 | -2
CCOc1ccc(N2C(=O)c3cccnc3C2Nc2ccc(F)cc2)cc1 (stereo unspecified) | -3
CCc1c(C(=O)Nc2cc(C)ccc2OC)[nH]c(C)c1C(C)=O | -2
CCOC(=O)CC1=C(C#N)C(c2cccnc2)C(C(=O)OCC)=C(N)O1 (stereo unspecified) | -2
Cc1ccc(/C=C/C(=O)N2CCC(Cc3ccccc3)CC2)cc1 | 1
NS(=O)(=O)c1ccc(CNC(=O)c2cc(=O)[nH]c3ccccc23)cc1 | -2

(listing goes on)
Compound | TbREL1 primary
Cc1cc(NC(=O)Cn2ccc([N+](=O)[O-])n2)no1 | 7
c1ccc(CSc2ccc(-c3ccc4c(c3)OCO4)nn2)cc1 | 2
CCCN(CCC)CCNC(=O)CS(=O)Cc1nc(-c2ccc(C)cc2)oc1C (stereo unspecified) | -5
O=C(N/N=C/c1ccc(Cl)cc1Cl)c1ccc(-n2cnnn2)cc1 | 2
Cc1cc(N2CCN(c3cccc(C)c3C)CC2)nc(-c2ccccc2)n1 | 6
CCOC(=O)[C@]12CCCC=C1N(CCCOC)C(=O)[C@@H]2CC(=O)NCc1ccccc1 | -2
COc1ccc(C2=Nc3ccccc3NC(=O)C2N(CCc2cc(OC)cc(OC)c2)C(C)=O)cc1 (stereo unspecified) | -1
S=C(NC1CC1)N1CCN(C(=S)NC2CC2)CC1 | 2
CC12CCC(=O)N1C(C(=O)Nc1nccs1)CS2 (stereo unspecified) | 0
CC(C)(C)NC(=O)c1ccc2c(c1)N(CC(=O)N1CCCCC1)C(=O)C(C)(C)O2 | -2

Other structures:
Compound | TbREL1 primary
CCOCC(=O)N1CCc2ccccc21 | -1
COc1cccc(/C=C/C(=O)OCC(=O)N2CCCc3ccccc32)c1 | 3
CC(C)CC(=O)NC(=S)Nc1nc(-c2ccccc2)cs1 | -1
CCCOc1ccc(F)cc1-c1cc(C(=O)NCc2cccc(C(F)(F)F)c2)[nH]n1 | 8
CN(C(=O)C1CCC(=O)N(Cc2ccccc2F)C1)C1CCOCC1 (stereo unspecified) | 0
Cc1ccc2nc(C3CCCCC3)c(Cc3ccsc3)n2c1 | -1
Oc1ccc(C[C@@H]2CNCCN2CCC23CC4CC(CC(C4)C2)C3)cc1 | 5
CCNNC(=O)C(O)(c1cccc(C)c1)c1cccc(C)c1 | -2
C/C(=N\N=C1/NC(=O)C(C)S1)c1ccc([N+](=O)[O-])cc1 (stereo unspecified) | 0
C[C@@]12CCC=C[C@H]1[C@H](c1ccccc1Br)N(Cc1ccccc1)C2=O | -2

New compounds follow.
Compound | TbREL1 primary
Cc1cccc(NC(=O)c2ccccc2NC(=O)c2ccco2)c1 | -1
Cc1cccc(-n2cnc3cc(C(=O)N4CCc5ccccc54)ccc32)c1 | 1
CCOc1ccc(NC(=O)CSc2nc3ccccc3c(=O)n2CCCC(=O)NCC2CCCO2)cc1 (stereo unspecified) | 3
CCOC(=O)C1=C(C)N=C2SC(C)C(=O)N2C1/C=C/c1ccccc1OC (stereo unspecified) | -3
CCOC(=O)c1nn(-c2ccccc2Cl)c(=O)cc1OCC(=O)Nc1cccc(OC)c1 | 1
CCN(CC)C1CCN(C(=O)c2cc(COc3ccc(F)cc3Cl)on2)C1 (stereo unspecified) | -3
CCOc1ccc(N=Nc2c(=O)[nH]n3c(=O)c4c([nH]c23)CCCC4)cc1 | -3
COc1ccc(CNC(=O)C(C)OC(=O)c2cccc(N(C)C)c2)cc1 (stereo unspecified) | -4
Cc1ccc(C(=O)N/N=C/c2ccc(-c3cccc(Cl)c3)o2)cn1 | 1
O=C(CCNS(=O)(=O)c1ccc(OC(F)(F)F)cc1)N1CCN(S(=O)(=O)c2cccc(F)c2)CC1 | -2

Next part
Compound | TbREL1 primary
CC(C)(C)NC(=O)C(c1ccc(F)cc1)N(Cc1ccco1)C(=O)CCC(=O)Nc1ccccn1 (stereo unspecified) | -3
COC(=O)CCC(=O)Nc1cccc2c(NC(=O)CCC(=O)OC)cccc12 | 2
Cc1nn(Cc2ccccc2Cl)c(C)c1NC(=O)CCCn1nc([N+](=O)[O-])c(Cl)c1C | -4
CCN1CCN(CCCNC(=O)c2csc3c2CCCCC3)CC1 | -3
COc1ccc(NC(C)=O)cc1S(=O)(=O)N1CCn2cccc2C1C (stereo unspecified) | 4
C=CCNC(=S)Nc1cccc(N)c1 | -1
Cc1n[nH]c(C)c1S(=O)(=O)N1CCCCCC1 | 3
Nc1cc(=O)[nH]n1C1CCCC1 | -1
O=C(CC(=O)c1ccccc1)Nc1cc(C(F)(F)F)ccc1Cl | -3
Cn1ccsc1=NC(=O)c1ccc(S(=O)(=O)C(F)F)cc1 | -1

Not all compounds are listed; count on the stated rates, not on these rows.
